APEX1 inh: blocks human APE1 abasic DNA cleavage. 350,000 compounds, 0.35% hits. recombinant APE1, TAMRA/BHQ-2 abasic DNA cleavage fluorescence. P27695. AID 2517. Potency, µM (highest dose often 65.8 µM), without a hit: top-dose activity change, negative = inhibition, most hits filed as inhibitors;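 further: potency means the concentration at half of the fitted maximal effect; plate controls were vehicle for no effect and reference inhibitor for full effect; nearly all actives have a fitted effect of over 55% in size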
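APE1 at 0.75 nM preincubated 15 min at room temperature with compound. Reaction then started with 50 nM double-stranded THF-abasic substrate labelled with TAMRA/BHQ-2, and 525/598 nm fluorescence read kinetically. Activity taken as third-minus-first read difference, normalized to DMSO and NSC13755 controls.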
Anesthetic bind: candidate novel general anesthetic via apoferritin binding; 350,000 compounds, 0.074% hits; apoferritin/1-aminoanthracene competitive binding, fluorescence; Potency, µM (series often up to 77.5 µM), for the others: top-dose activity change, negative = displacement, hits mostly inhibitors; AID 485281; further: potency means the concentration at half of the fitted maximal effect; on the % scale 0 is the no-effect control and ±100 the full control effect; nearly all actives have a fitted effect of over 20% in size
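Steps: apoferritin (10 uM) was premixed with half-saturated 1-AMA in PBS, compounds were pin-transferred, plates stood 10 min at room temperature, fluorescence was read at 380/535 nm, and curves were fitted with a Hill equation.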
ERG Ets-DNA blk: blocks human ERG Ets domain binding to DNA | P11308 | fluorescence polarization, His-ERG Ets domain / labelled DNA | Potency, µM (doses to about 76.9 µM), for inactives: at the highest dose FP activity, negative = inhibition, most hits filed as inhibitors | 370,000 compounds, 0.028% hits | AID 624246; active means well fitted inhibition curve with a large enough effect in the polarisation, with a control signal flat; inconclusive means small, poorly fitted or top-dose-only effect, or effect the other way, or a change in a side signal; inactive means no such curve, though single readings can be large or run the other way; the % refers to the polarisation;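 further: polarization taken with two DNA probes labelled with fluorescein and Texas red; potency means the concentration at half of the fitted maximal effect; % of control where 0% means no effect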
Target sequence (P11308 whole entry, looked up, the tested form may be a part): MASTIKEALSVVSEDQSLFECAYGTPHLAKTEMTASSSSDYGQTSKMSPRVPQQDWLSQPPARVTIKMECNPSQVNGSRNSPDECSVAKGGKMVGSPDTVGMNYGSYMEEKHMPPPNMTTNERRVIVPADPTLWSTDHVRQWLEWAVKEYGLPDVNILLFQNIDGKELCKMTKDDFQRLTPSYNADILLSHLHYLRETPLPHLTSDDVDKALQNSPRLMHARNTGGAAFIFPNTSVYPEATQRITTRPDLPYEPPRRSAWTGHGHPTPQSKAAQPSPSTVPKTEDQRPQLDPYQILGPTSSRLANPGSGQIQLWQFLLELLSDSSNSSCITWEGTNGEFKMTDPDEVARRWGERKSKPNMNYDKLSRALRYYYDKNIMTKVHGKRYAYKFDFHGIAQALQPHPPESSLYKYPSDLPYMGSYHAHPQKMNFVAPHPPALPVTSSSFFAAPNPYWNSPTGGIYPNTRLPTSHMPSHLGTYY
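His-tagged ERG Ets domain (1 uM in the protein solution; 300mM KCl, 50mM Tris-HCl, 1mM EDTA, 1mM DTT, pH 7.5) received compound, then a probe mix of 5 nM fluorescein-DNA and 100nM Texas-615-DNA. Fluorescence polarization was read for both dyes.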
Pol eta inh: blocks human DNA polymerase eta activity; AID 588591; recombinant Pol eta, fluorescent DNA replication assay; Potency, µM (highest dose often 114 µM), for the others: at the top dose activity change, negative = inhibition, hits mostly inhibitors; 390,000 compounds, 1.2% hits; further: potency means the concentration at half of the fitted maximal effect; on the % scale 0 is the no-effect control and ±100 the full control effect
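Pol eta (10 nM) was preincubated with compounds for 15 min at room temperature, after which fluorescent replication substrate (50 nM final) was added to start the reaction. Fluorescence was read kinetically at 0 and 10 min.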
Pol beta inh: blocks human DNA polymerase beta activity | Potency, µM (series often up to 114 µM), for inactives: at the top dose activity change, negative = inhibition, actives largely listed as inhibitors | 340,000 compounds, 1.3% hits | P06746 | Pol beta primer extension/strand displacement, fluorescence kinetic; further: potency means the concentration at half of the fitted maximal effect; on the % scale 0 is the no-effect control and ±100 the full control effect
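Curves were derived by four-parameter Hill fits of normalized qHTS data. The kinetic fluorescent primer-extension read was taken at 0 and 10 min after 50 nM substrate, following a 15 min room-temperature preincubation of 10 nM enzyme with compounds.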
LDHA inh: blocks human lactate dehydrogenase A. P00338. purified LDHA, NADH/diaphorase-resazurin fluorescence; active compounds read low. activity change, % (values are at about 110 or 230 µM). 480,000 compounds, 0.15% hits. AID 1347041; in the data active means activity change below about -30%; inconclusive means mostly about -25% to -30%;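 further: plate controls were DMSO wells for no effect and wells without enzyme for full effect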
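Human LDH5 at 2 nM final in Tris HCl pH 7.4 with 0.06 mM NADH and 0.2 mM pyruvate, reacted 5 minutes at room temperature. Remaining NADH coupled via diaphorase/resazurin; resorufin fluorescence read at 0 and 20 minutes, normalized to enzyme-free and DMSO wells.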
RGS4 inhibitor: human RGS4 inhibition | 390,000 compounds, 0.039% hits | Transcreener GDP fluorescence polarization, RGS4-accelerated GTP hydrolysis | P49798 | Potency, µM (series often up to 114 µM), for the others: top-dose activity change, negative = inhibition, most hits filed as inhibitors | AID 504845; further: potency means the concentration at half of the fitted maximal effect; on the % scale 0 is the no-effect control and ±100 the full control effect; nearly all actives have a fitted effect of over 75% in size; some results filed as inactive show a strong effect at the top dose
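MLSMR compounds (23 nl, pin-transferred) preincubated 10 min at room temperature with a 500nM (2x) first reagent, then RGS4 at 900nM (2x) plus Transcreener GDP mix added; fluorescence polarization (620/688 nm) read before and after 90 min at 30 °C.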
Pol kappa inh: blocks human DNA polymerase kappa activity. purified Pol kappa, fluorescent DNA synthesis assay, 10 min. Potency, µM (series often up to 107 µM), inactives show top-dose activity, negative = inhibition, most hits filed as inhibitors. 400,000 compounds, 0.53% hits. AID 588579; further: potency means the concentration at half of the fitted maximal effect; on the % scale 0 is the no-effect control and ±100 the full control effect
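Here, compound and 10 nM enzyme are combined for 15 min at room temperature; adding 50 nM substrate (final) starts DNA synthesis, tracked by fluorescence at 0 and 10 min against buffer-only wells.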
ALOX12 inh: inhibitors of human 12S-lipoxygenase ALOX12; 580,000 compounds, 1.1% hits; purified 12hLO, xylenol orange hydroperoxide absorbance; Potency, µM (series often up to 108 µM), for the others: at the top dose activity change, negative = inhibition, hits mostly inhibitors; further: potency means the concentration at half of the fitted maximal effect; on the % scale 0 is the no-effect control and ±100 the full control effect
Target sequence (P18054 whole entry, looked up): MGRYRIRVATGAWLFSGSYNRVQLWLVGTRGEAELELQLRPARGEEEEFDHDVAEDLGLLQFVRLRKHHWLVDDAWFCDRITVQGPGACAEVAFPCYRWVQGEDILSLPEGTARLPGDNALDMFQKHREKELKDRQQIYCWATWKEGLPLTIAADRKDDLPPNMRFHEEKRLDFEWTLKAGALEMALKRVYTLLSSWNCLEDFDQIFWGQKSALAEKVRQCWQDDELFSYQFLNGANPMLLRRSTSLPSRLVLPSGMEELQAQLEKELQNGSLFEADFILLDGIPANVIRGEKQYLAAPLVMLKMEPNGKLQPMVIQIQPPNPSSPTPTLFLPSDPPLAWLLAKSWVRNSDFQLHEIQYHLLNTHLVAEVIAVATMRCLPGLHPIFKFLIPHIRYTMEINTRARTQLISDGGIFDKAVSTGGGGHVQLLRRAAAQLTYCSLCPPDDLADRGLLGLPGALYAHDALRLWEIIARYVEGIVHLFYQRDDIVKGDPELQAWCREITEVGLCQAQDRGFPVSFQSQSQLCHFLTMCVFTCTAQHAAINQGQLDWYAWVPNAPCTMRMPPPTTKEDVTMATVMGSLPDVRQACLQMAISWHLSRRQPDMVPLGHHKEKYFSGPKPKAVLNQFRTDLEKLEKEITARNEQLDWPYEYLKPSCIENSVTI
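Purified human 12hLO at 150 nM in 25 mM Hepes, 0.01% Triton X-100, pH 7.0, preincubated 15 min at room temperature with compound. Reaction started with 40 uM arachidonic acid, 30 min at room temperature. Hydroperoxide measured by Fe-xylenol orange, 573/405 nm absorbance ratio.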
* hit, by the source's call; ? = inconclusive; / = not tested or not shown; & = joins results of further samples; [ ] = another dose, or the depositor's remark. Unless noted, the call rests on the fitted dose curve; in most records, active means well fitted curve in the direction sought with a large enough effect; inconclusive means small, poorly fitted or top-dose-only effect, or another doubt; inactive means no such curve, though single readings can be large; an effect the other way counts as inactive or inconclusive.

SMILES | APEX1 inh | Anesthetic bind | ERG Ets-DNA blk | Pol eta inh | Pol beta inh | LDHA inh | RGS4 inhibitor | Pol kappa inh | ALOX12 inh
CCOc1ccc(NC(=O)c2ccc(NS(=O)(=O)c3cccc4cccnc34)cc2)cc1 | / | / | -18% | -20% | / | -4 | -20% | 0% | 0%
Cc1ccccc1Cn1c(C)nc2ccccc21 | 28% | -9% | 0% | -5% | 20% | -16 | -15% | -7% | 0%
Cc1ccc(S(=O)(=O)N(C)CC(=O)NCC(c2ccco2)N(C)C)cc1 (centres undefined) | 15% | / | 2% | -9% | / | -5 | -5% | -28% | 24%
CCN(CC)S(=O)(=O)c1ccc(S(=O)(=O)Nc2ccc3c(c2)oc2ccccc23)cc1 | -9% | ? | 11% | -13% | -16% | 2 | 1% | -12% | -10%
CC1CCCCN1C(=O)CN1CCSc2ccccc21 (centres undefined) | / | ? | 0% | -15% | 1% | 0 | -5% | -7%[60.1 µM] | -9%
CCOC(=O)c1cc(-c2ccccc2)n(CCC(=O)N2CCN(c3ccccc3OC)CC2)c1C | 7% | -2% | -5% | -23% | 3% | 1 | -11% | -7% | 2%
O=C(Nc1cccc(-c2cn3cccnc3n2)c1)c1cc(Br)ccc1Cl | / | 107%[activator] | -1% | -2% | 17% | -11 | 13% | -4%[60.1 µM] | -25%
Cc1ccc(S(=O)(=O)NCCCOC(=O)Nc2ccncc2)cc1 | -1% | -8% | -4% | -21% | 48% | -4 | 3% | -4% | 0%
Cc1nc([N+](=O)[O-])c(C(=O)OCc2ccccc2C#N)n1C | -4% | -13% | 1% | -8% | 13% | -7 | 4% | -5% | 3%
COC(=O)c1ccccc1NC(=O)C(C)NS(=O)(=O)c1ccc(OC)cc1 (centres undefined) | -1% | -2% | -1% | -11% | 21% | 3 | 11%[11.4 µM] | -16% | -10%
CCN(CC(=O)Nc1ccccc1OC)C(=O)CN1C(=O)NC2(CCCC2)C1=O | 32% | / | -2% | -11% | / | -1 | -1% | -3% | -16%
O=C(c1ccco1)n1nc(-c2ccc(Cl)cc2)nc1NCc1ccccc1 | / | 3% | -2% | 4% | 0% | -7 | -8% | -10% | -23%
COC(=O)C1=C(C(=O)OC)[C@@H]2Nc3ccccc3[C@@]23C[C@@H](C(=O)OC)N(C(=O)c2cc(C)oc2C)C3=N1 | -4%[12.4 µM] | / | 8% | -8% | / | 0 | -5% | -2% | 6%
CC1(C)CC2(CCO1)C(Nc1ccccc1)=NC(=S)N2c1ccccc1 (centres undefined) | 5% | -4% | 6% | -9% | ? | -6 | -9% | -14% | 0%
NC(=O)CSc1nnnn1-c1ccc2c(c1)OCCO2 | 3% | -6% | -5% | -4% | 0% | -9 | 1% | 0% | 136%[activator]
Cc1nn(CC(=O)Nc2ccc(F)cc2)c(=O)c2ccccc12 | 64%[activator] | 1% | -3% | 3% | -1% | -8 | -3% | 5% | 11%
O=C(O)/C(=C\c1ccc(Cl)cc1)c1ccc(S(=O)(=O)N2CCCC2)s1 | -7% | / | 20% | ? | / | -2 | -11% | ? | 243%[activator]
Cc1nnc(SCC(=O)N2CCC(c3noc4ccc(F)cc34)CC2)s1 | 3% | 7% | 0% | -3% | 1% | -2 | 15% | -11% | -20%
COC(=O)c1sc2ncccc2c1OCc1c(Cl)cccc1Cl | -2% | ? | 1% | ? | ? | 0 | -11% | -15% | 40µM*
COc1cccc(CN2CC(C(=O)N(C)Cc3nc4ccc(F)cc4[nH]3)CCC2=O)c1 (centres undefined) | 2% | -5% | 1% | -14% | 76% | -1 | -19% | 8% | -6%
COC(=O)N(NC(=O)C(O)(CCC(C)C)CCC(C)C)c1ccccc1 | 2% | -14% | 6% | -14% | -2% | -1 | -11% | -1%[60.1 µM] | -4%
CCCCOc1ccc(CSCCNC(=S)Nc2ccccc2)cc1 | ? | 43%[activator] | -5% | -12% | 4% | -9 | -11% | -9% | ?
Cc1ccc(NC(=O)CCCn2c(=O)c3cccn3c3ccccc32)cc1C | / | -6% | 3% | -8% | 1% | 5 | 7% | 1% | -13%
CC(C)Oc1ccc(OCCn2c(S(=O)(=O)O)nc3c(N)ncnc32)cc1 | 8% | 17% | 0% | 0% | -12% | -2 | 8% | -24% | -13%
CC1(C)Cc2c(C#N)c(NCCCO)nc(-c3ccccc3)c2CO1 | 1% | 26% | -17% | 0% | -2% | 6 | 22% | 5% | 34%[activator]

Whole records as entered above.
Profile of `O=C(O)/C(=C\c1ccc(Cl)cc1)c1ccc(S(=O)(=O)N2CCCC2)s1` : APEX1 inh = -7%; Anesthetic bind = /; ERG Ets-DNA blk = 20%; Pol eta inh = ?; Pol beta inh = /; LDHA inh = -2; RGS4 inhibitor = -11%; Pol kappa inh = ?; ALOX12 inh = 243%[activator]
Profile of `O=C(c1ccco1)n1nc(-c2ccc(Cl)cc2)nc1NCc1ccccc1` : APEX1 inh = /; Anesthetic bind = 3%; ERG Ets-DNA blk = -2%; Pol eta inh = 4%; Pol beta inh = 0%; LDHA inh = -7; RGS4 inhibitor = -8%; Pol kappa inh = -10%; ALOX12 inh = -23%
Profile of `COC(=O)C1=C(C(=O)OC)[C@@H]2Nc3ccccc3[C@@]23C[C@@H](C(=O)OC)N(C(=O)c2cc(C)oc2C)C3=N1` : APEX1 inh = -4%[12.4 µM]; Anesthetic bind = /; ERG Ets-DNA blk = 8%; Pol eta inh = -8%; Pol beta inh = /; LDHA inh = 0; RGS4 inhibitor = -5%; Pol kappa inh = -2%; ALOX12 inh = 6%

The list goes on.
SMILES | APEX1 inh | Anesthetic bind | ERG Ets-DNA blk | Pol eta inh | Pol beta inh | LDHA inh | RGS4 inhibitor | Pol kappa inh | ALOX12 inh
Cc1nc(NC(=O)CSc2nnc(Cn3nnc4ccccc43)n2C)sc1C | 2% | 1% | 7% | -5% | 14% | -2 | 23% | 1% | 12%
CCOC(=O)c1ccccc1NC(=O)CSc1nc2[nH]ncc2c(=O)[nH]1 | -19% | / | 53%[activator] | -1% | / | -2 | 6% | -6% | 5%
CC(C)C[C@@H](CO)N1CCN(C)CCC1=O | 47% | -5% | 4% | 3% | 5% | -11 | 5% | -2%&17% | -16%
Cc1nnc(-c2cnn(-c3ccccc3)c2N)n1Cc1ccccc1 | 6% | -8% | -1% | -15% | 9% | -8 | 3% | -14% | -20%
Cn1c(C(N)=O)cnc1Sc1ncc(C(F)(F)F)cc1Cl | -11% | ? | -3% | 9% | 0% | -6 | 10% | 9% | 136%[activator]
O=C(c1cccc(S(=O)(=O)N2CCCC2)c1)N1CCOCC1 | 8% | / | 2% | -13% | / | -3 | 17% | -6% | 11%
COC1C(C)=C(C)C(=O)N1Cc1ccc(F)cc1 (centres undefined) | 62%[activator] | -7% | 0% | -11% | 9% | 0 | -41% | 13% | 15%
Cc1cccc(C(=O)OCC(=O)NC(C)CCc2ccccc2)c1O (centres undefined) | 19% | -13% | 3% | -5% | 0% | -5 | 8%[56.9 µM] | -4% | 0%
COC(=O)COc1ccc(-c2ccccc2)cc1C=O | 8% | -22% | -7% | 10% | -7% | -9 | 4% | -9% | -18%
COc1ccccc1C(=O)COC(=O)Cc1ccccc1F | 1% | / | 3% | -6% | / | -3 | -13% | -8% | 2%
CNC1(C)[C@H]2CC[C@H](C2)C1(C)C (some centres undefined) | 24% | / | 3% | -5% | / | -4 | 15% | -1% | 4%
CC(C)(C)OC(=O)N(CCc1ccccc1)Cc1ccc(OCc2cccc(NC(=O)C3CC3)c2)cc1 | / | / | 7% | -11% | / | 1 | -1% | 2% | ?
COc1ccc(N2CCN(CC(O)COCc3ccccc3)CC2)cc1 (centres undefined) | 2% | -1% | -7% | -13% | -4% | -5 | 0% | -1% | -30%
CN(C)CC(O)CN1C(=O)NC(C)(C)C1=O (centres undefined) | -1% | -2% | -6% | -7% | 29% | -6 | 4% | -10% | -13%
CCOC(=O)c1c(N)sc(C(N)=O)c1C | 17% | -5% | -1% | 7% | -3% | -1 | -19% | -13% | -14%
COCC(=O)Nc1cc(Cl)c(OC)cc1OC | -3% | 4% | 1% | -11% | -19% | -1 | 9% | -14% | -1%
COc1ccc(-n2nc(C(=O)NCC(=O)NCc3ccco3)c3ccccc3c2=O)cc1 | 0% | ? | -4% | 2% | 16% | -9 | -4% | -16% | 0%
Cc1ccc(S(=O)(=O)Nc2cccc(C(=O)NCc3cccnc3)c2)cc1F | 32% | / | 3% | -19% | / | -2 | -36% | -4% | 0%
O=C(c1cccs1)N1CCc2c([nH]c3ccccc23)C1c1ccc(Cl)cc1 (centres undefined) | -5% | -7% | -7% | -13% | 17% | -2 | -18% | -15% | 118%[activator]
O=C(c1ccncc1)c1ccc(NC(=O)c2cccs2)cc1 | ? | -18% | 3% | -6% | 73% | -9 | 10% | 0% | 0%

Fetched by compound from above, 2 records:
SMILES | APEX1 inh | Anesthetic bind | ERG Ets-DNA blk | Pol eta inh | Pol beta inh | LDHA inh | RGS4 inhibitor | Pol kappa inh | ALOX12 inh
CNC1(C)[C@H]2CC[C@H](C2)C1(C)C (some centres undefined) | 24% | / | 3% | -5% | / | -4 | 15% | -1% | 4%
O=C(c1cccs1)N1CCc2c([nH]c3ccccc23)C1c1ccc(Cl)cc1 (centres undefined) | -5% | -7% | -7% | -13% | 17% | -2 | -18% | -15% | 118%[activator]

A portion of the library; the hit share may differ from the screen's.
